# EPAC1 antagonist – qHTS for Antagonist of cAMP-regulated guanine nucleotide exchange factor 3 (EPAC1): primary screen. EPAC1 GEF assay, Rap1b-BODIPY-GDP exchange fluorescence. Potency, µM (top dose mostly 115 µM), for the others: at the highest dose activity change, negative = inhibition, usual class: inhibitors. 0.14% of 360,000 active. AID 720709, 2013;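 further: potency means the concentration at half of the fitted maximal effect; plate controls were vehicle for no effect and positive control for full effect; nearly all actives have a fitted effect of over 50% in size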
# Target sequence (O95398 whole entry, looked up): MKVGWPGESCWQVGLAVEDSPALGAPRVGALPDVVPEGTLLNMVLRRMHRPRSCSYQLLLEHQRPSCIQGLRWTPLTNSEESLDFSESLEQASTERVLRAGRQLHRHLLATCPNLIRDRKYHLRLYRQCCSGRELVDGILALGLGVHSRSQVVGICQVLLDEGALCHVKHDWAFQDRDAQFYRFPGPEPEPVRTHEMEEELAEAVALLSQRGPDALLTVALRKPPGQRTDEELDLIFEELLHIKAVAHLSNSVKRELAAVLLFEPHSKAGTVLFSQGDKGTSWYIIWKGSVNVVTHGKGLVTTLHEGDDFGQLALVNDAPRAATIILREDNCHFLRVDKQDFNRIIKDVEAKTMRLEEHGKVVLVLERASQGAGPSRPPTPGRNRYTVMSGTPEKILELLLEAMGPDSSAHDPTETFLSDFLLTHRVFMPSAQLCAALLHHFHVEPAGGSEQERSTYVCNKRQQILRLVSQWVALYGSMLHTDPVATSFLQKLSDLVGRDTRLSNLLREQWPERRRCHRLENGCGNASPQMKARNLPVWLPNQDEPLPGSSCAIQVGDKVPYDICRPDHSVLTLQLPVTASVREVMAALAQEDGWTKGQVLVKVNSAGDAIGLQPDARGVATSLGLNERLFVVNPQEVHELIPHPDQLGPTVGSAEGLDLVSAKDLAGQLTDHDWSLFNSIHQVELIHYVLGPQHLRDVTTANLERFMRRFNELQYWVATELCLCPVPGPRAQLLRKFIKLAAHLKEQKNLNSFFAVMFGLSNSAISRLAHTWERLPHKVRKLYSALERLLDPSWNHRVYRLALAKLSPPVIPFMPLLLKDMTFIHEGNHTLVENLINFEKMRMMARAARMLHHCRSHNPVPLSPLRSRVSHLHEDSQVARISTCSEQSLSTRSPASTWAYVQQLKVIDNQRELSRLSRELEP
# PI5P4K alpha inh – qHTS for Inhibitors of phosphatidylinositol 5-phosphate 4-kinase (PI5P4K) | Phosphatidylinositol 5-phosphate 4-kinase type-2 alpha (Homo sapiens), P48426 | PI5P4Kalpha enzyme, ADP-Glo luminescence, 60 min; hits give low values | max response, % | 1.2% of 330,000 active; active means max response of -50% or lower; inconclusive means between -30% and -50%; inactive means -30% or higher; further: value at the top dose of about 77 µM; on the % scale 0 is the no-effect control and ±100 the full control effect
#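 Controls without substrate or without enzyme flank wells where PI5P4Kalpha converts substrate using 5 microM ATP (final). Incubation lasts 60 minutes at room temperature; ADP formed is read by ADP-Glo luminescence.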
# FUS suppressor – qHTS for Suppressors of FUS Proteinopathy: Primary screen using FUS-linked yeast assay. S. cerevisiae FUS-expressing, growth rescue, OD600, 24 h. Potency, µM (highest dose often 76.6 µM), inactives show at the highest dose growth rescue (activation), most hits filed as activators. 0.24% of 390,000 active. AID 1347120, 2019;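 further: potency means the concentration at half of the fitted maximal effect; plate controls were DMSO vehicle for no effect and reference control for full effect; nearly all actives have a fitted effect of over 55% in size; some results filed as inactive show a strong effect at the top dose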
#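 Yeast expressing FUS under galactose induction, OD 0.005 in 2% galactose medium; compounds in a dilution series, 24 h at 30C. Growth rescue by absorbance at 600 nm; CP55940 positive control, DMSO negative.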
# PLK1 PBD block – qHTS for Inhibitors of PLK1-PDB (polo-like kinase 1 - polo-box domain): Primary Screen; AID 720504, 2013; Plk1 PBD binding of FITC phosphopeptide, fluorescence polarization; Serine/threonine-protein kinase PLK1 (Homo sapiens), P53350; 2.8% of 360,000 active; Potency, µM, without a hit: max response, negative = inhibition, actives largely listed as inhibitors; further: potency means the concentration at half of the fitted maximal effect; series mostly up to about 57 µM; on the % scale 0 is the no-effect control and ±100 the full control effect; nearly all actives have a fitted effect of over 65% in size
# Abeta rescue – qHTS for compounds that reverse cellular toxicity of Amyloid beta (A-beta) peptide in yeast: Primary Screen; yeast expressing A-beta42, growth rescue, OD600, 48 h; response scale: 0% DMSO, 100% iron-clioquinol control; Potency, µM (doses to about 46.1 µM), inactives show at the top dose growth rescue, most hits filed as activators; 0.063% of 410,000 active; AID 1347071, 2019; further: potency means the concentration at half of the fitted maximal effect; nearly all actives have a fitted effect of over 55% in size
#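 Growth rescue measured by 600 nm absorbance after 48 h yeast culture at 30 C with compound. Values normalized between DMSO and an equimolar ferric chloride plus clioquinol control.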
# WRN inhibitor – qHTS for Inhibitors of WRN Helicase | Bifunctional 3'-5' exonuclease/ATP-dependent helicase WRN (Homo sapiens), Q14191 | WRN helicase unwinding, fluorescent forked duplex, kinetic | Potency, µM (top dose mostly 114 µM), for the others: at the highest dose activity change, negative = inhibition, usual class: inhibitors | 0.46% of 360,000 active | AID 651768, 2012; further: potency means the concentration at half of the fitted maximal effect; on the % scale 0 is the no-effect control and ±100 the full control effect; nearly all actives have a fitted effect of over 55% in size
#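 Kinetic fluorescence helicase assay: unwinding of a quenched forked DNA duplex (100 nM final) with 2 mM ATP final raises red fluorescence (525/598 nm). Compounds sat 15 min at room temperature with 20 nM WRN beforehand.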
# IL2 activator – qHTS of IL-2 Activators | IL-2 activation reporter assay, cell-based qHTS; stimulated with anti-CD3/CD4/CD28 beads; in transgenic mouse T cells | activation, % (series mostly up to about 46 µM) | 0.065% of 360,000 active | AID 652025, 2013; in the data active means activation above about 50%; inconclusive means mostly about 30% to 49%; further: 0% is about no effect
#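 Using fluorescent plate cytometry, EGFP and DsRed are detected in transgenic mouse T cells stimulated 18 h at 37 degrees C with antibody-coated beads after 60 min compound pretreatment.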
# EPAC1 ag – qHTS for Agonist of cAMP-regulated guanine nucleotide exchange factor 3 (EPAC1): primary screen; 0.073% of 360,000 active; Potency, µM (series often up to 154 µM), inactives show at the top dose activation, hits mostly activators; Rap guanine nucleotide exchange factor 3 (Homo sapiens), O95398; EPAC1 agonist qHTS, biochemical assay; response scale: 100% = response to 6.5 mM cAMP; AID 720707, 2013; further: potency means the concentration at half of the fitted maximal effect; nearly all actives have a fitted effect of over 60% in size
#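 EPAC1 100 nM, Rap1B–BODIPY-GDP 250 nM, unlabeled GDP 50 uM; compound titration; 5 min RT; kinetic read ex480/em540 at 5-min intervals ×30 min; data normalized to 6.5 mM cAMP agonist control.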
# Starred values were filed as active, the others as inactive; ? = inconclusive; · = no result given; [ ] = dose if it differs, or a comment. Unless noted, the call rests on the fitted dose curve; in most records, active means well fitted curve in the direction sought with a large enough effect; inconclusive means small, poorly fitted or top-dose-only effect, or another doubt; inactive means no such curve, though single readings can be large; an effect the other way counts as inactive or inconclusive. Compounds as they come (roughly 4.1% active in at least one column).
mol | EPAC1 antagonist | PI5P4K alpha inh | FUS suppressor | PLK1 PBD block | Abeta rescue | WRN inhibitor | IL2 activator | EPAC1 ag
CCCn1c(CNc2ccccc2O)nc2ccccc21 | 4% | -1 | · | -12% | -22% | -6% | -0.3 | 1%
CC(C)(O)C#Cc1ccc(N2C(c3ccsc3)=Cc3ccc(F)cc3C2c2c[nH]c3ccccc23)cc1 (stereo not given) | -7% | -8 | -2% | 2% | -2% | 2% | 2.2 | -22%
CCN(CC(=O)Nc1c(F)cccc1F)C(=O)c1ccc(NC(=O)CC2SC(N3CCCC3)=NC2=O)cc1 (stereo not given) | -3% | 5 | 4% | -1% | 3% | 10% | -1.4 | -3%
Clc1ccc(CN2CCSCC2)c(Cl)c1 | -29% | -9 | -12% | 13% | -3% | -31% | -1.0 | 4%
O=C(CN1CCOCC1)NCC12CC3CC(CC(C3)C1)C2 | -13% | -4 | -24% | -3% | -12% | -2% | -0.9 | -13%
Cc1c(-c2ccccc2)nc2ccccc2c1C(=O)Nc1ccncc1 | 1% | 0 | 1% | -10% | 2% | 2% | -4.3 | -3%
Cc1cc(C)n(-c2cccc(Cl)c2)c(=O)c1C#N | 7% | 0 | 20% | -2% | -5% | 6% | -0.2 | -7%
COc1ccc(CCNC(=O)C(=O)NCC2OCCN2C(=O)c2ccc(Cl)cc2)cc1OC (stereo not given) | -5% | -2 | · | -7% | 1% | -12% | 1.3 | -2%
Cc1n[nH]c2ccc([N+](=O)[O-])cc2c1=O | 1% | 2 | -5% | -10% | 11% | -5% | 1.4 | 6%
COCCN(C(=O)c1ccc(OC2CCN(S(=O)(=O)N(C)C)CC2)cc1)C(C)C | 11% | -2 | -8% | 3% | 18% | -1% | -0.4 | 0%
CCOC(=O)C[C@H]1c2ccc(C(F)(F)F)cc2S(=O)(=O)N1Cc1ccccc1 | 4% | -3 | 12% | -12% | 16% | 9% | -0.8 | -6%
CC1CCN(c2ccc3c(c2)S(=O)(=O)c2cc(C(=O)O)ccc2C3=O)CC1 | -13% | -57* | 6% | 3% | -27% | -3% | 1.5 | -1%
OCCNc1nc2ccccc2n1CC(O)c1ccccc1 (stereo not given) | -25% | -28 | -3% | -5% | 0% | -30% | -2.9 | 2%
O=C(CN1C(=O)c2ccccc2S1(=O)=O)Nc1ccc(S(=O)(=O)N2CCCCCC2)cc1 | -5% | -7 | ? | 0% | 10% | -3% | -1.9 | 9%
Cn1nc(C(C)(C)C)cc1C(=O)N1CCCCC1c1cc(C(=O)N2CCOCC2)no1 (stereo not given) | -1% | -2 | -5% | -5% | -11% | 8%[57.1 µM] | -0.6 | -20%
Cc1cc(C)c(S(=O)(=O)NCc2ccc3c(c2)OCO3)c(C)c1 | -8% | -3 | -2% | -2% | 22% | -4% | 0.5 | -6%

# Copied from the list:
# Reading of O=C(CN1C(=O)c2ccccc2S1(=O)=O)Nc1ccc(S(=O)(=O)N2CCCCCC2)cc1 under Abeta rescue: 10%
# Reading of CCOC(=O)C[C@H]1c2ccc(C(F)(F)F)cc2S(=O)(=O)N1Cc1ccccc1 under EPAC1 ag: -6%
# Reading of Cc1n[nH]c2ccc([N+](=O)[O-])cc2c1=O under EPAC1 ag: 6%

# More results.
mol | EPAC1 antagonist | PI5P4K alpha inh | FUS suppressor | PLK1 PBD block | Abeta rescue | WRN inhibitor | IL2 activator | EPAC1 ag
CC1CN(C(=O)CN2C(=O)c3ccccc3C2=O)CC(C)O1 (stereo not given) | -7% | -6 | -18% | -11% | 0% | 3% | -1.1 | 9%
CCCCN1C(=O)C(=O)N(CC(=O)N2CCN(c3ccccc3)CC2)C1=O | -3% | 2 | 28% | -11% | 5% | 1% | 11 | 7%
CCN(c1ccc(OC)cc1)S(=O)(=O)c1csc(C(=O)N2CCCC2)c1 | -16% | -2 | 9% | -18% | -16% | -4% | -5.2 | 4%
COc1ccc(NC(=O)CNC(=O)C2CCCCC2)cc1OC | 6% | 2 | -15% | -13% | -10% | -10% | -0.5 | -5%
CCOc1nc(Nc2ccc([N+](=O)[O-])cc2)nc(NC(C)(C)C)n1 | 1% | 9 | 19% | 2% | 10% | -2% | -3.3 | 2%
Cc1cc(OCC(=O)N[C@@H](Cc2ccccc2)c2nc3ccccc3[nH]2)ccc1Cl | 0% | 0 | 0% | 0% | 9% | 3% | 1.3 | 7%
O=C(Nc1nnc(SCc2cccnc2)s1)C1CC(=O)N(c2ccc(F)cc2)C1 (stereo not given) | -23% | ? | · | -25% | -4% | ? | 0.2 | 8%
CCNC(=O)C1CCCN(C(=O)c2ccc3c(c2)CCO3)CC1 (stereo not given) | 3% | -2 | -25% | 8% | -12% | 1% | 0.4 | -12%
C=C(Cl)COc1ccc2c(C)cc(=O)oc2c1 | 15% | · | -3% | -25% | 0% | -2% | -1.8 | 1%
C=CCn1c(SCC(N)=O)nnc1-c1ccccc1O | -5% | 10 | 7% | -14% | -4% | -4% | -1.2 | 6%
Cc1cccc(NC(=O)c2nc[nH]c2C(=O)NC[C@@H](C)O)c1 | 2% | -1 | -28% | 1% | -1% | 2% | -2.1 | -8%
COC(=O)c1ccc2nc(-c3ccc(OC)c(OC)c3)c(Cc3ccc(C)cc3)n2c1 | -9% | 0 | 20% | 9% | 5% | -8% | -0.6 | 3%
CCOC(=O)C1(C)NC(c2ccccc2F)C2C(=O)N(CC)C(=O)C21 (stereo not given) | -2% | 1 | 1% | 0% | 5% | 7% | -0.5 | 8%
Cc1cccc(-c2oc3ccccc3c2C#CCCCCO)c1 | -9% | 81 | 37% | -7% | 10% | 1% | -0.6 | 8%
Cc1nc2n(n1)C(c1ccccc1)C1=C(CC(c3ccco3)CC1=O)N2 (stereo not given) | -17% | -1 | 2% | -5% | -1% | -1% | -1.3 | 5%
CSCC[C@H](NC(=O)c1cccc(S(=O)(=O)N2CCCCCC2)c1)c1nc2ccccc2[nH]1 | 3% | -3 | 13% | 6% | 12% | 1% | 0.8 | 8%
Cc1oc2c(C)c3oc(=O)c(CCC(=O)N[C@@H](CC(C)C)C(=O)O)c(C)c3cc2c1C | 13% | -2 | 20% | 2% | 7% | -11% | -3.0 | -20%
COCCNC(=S)N/N=C(\C)c1ccc(O)cc1 | 6% | -5 | · | -10% | 13% | 3% | -4.8 | -7%
CC(=O)Nc1ccc(N2C(=O)CCC2=O)cc1C | 11% | -1 | 15% | -2% | 0% | -5% | -0.8 | 2%
COc1cccc(CNC(=O)CCS(=O)(=O)Cc2ccc(C)cc2)c1 | 4% | 1 | -28% | -4% | -12% | 4% | -1.9 | 2%
O=C(N=C1SC2CS(=O)(=O)CC2N1c1ccccc1C(F)(F)F)C1CCCO1 (stereo not given) | -2% | -1 | -5% | -1% | 4% | 8% | -1.4 | 6%
O=C(Nc1ccc(Cl)cc1C(=O)NCCN1CCOCC1)c1ccco1 | 22% | · | 23% | -4% | 16% | -13% | -3.3 | -5%
COC(=O)C1=CN(c2ccc(F)cc2)C(N)=C(C#N)C1c1cccc(F)c1 (stereo not given) | -8% | -3 | 20% | -10% | -8% | -2% | -0.5 | -4%
CCOC(=O)Cc1csc(SC(C)C(=O)NC2CCCCC2C)n1 (stereo not given) | 5% | 1 | · | -6% | 0% | 11% | 0.4 | 9%
C=C(CCO)C1=CCN(S(=O)C(C)(C)C)[C@H]1CCO (stereo not given in full) | -7% | -17 | -15% | -16% | 0% | -10% | 1.3 | -8%
CC(=O)SC1CC(=O)N(c2ccc(C(C)(C)C)cc2)C1=O (stereo not given) | -4% | 6 | -4% | -15% | 12% | -3% | -5.5 | 4%
O=C(C1CC(c2ccccc2O)=NO1)N1CCc2ccccc2C1 (stereo not given) | -17% | · | 1% | -5% | 5% | -12% | -0.2 | 12%
Cc1ccc2nc(SCC(=O)NC(=O)NCc3ccco3)[nH]c2c1 | 1% | ? | 23% | -14% | 8% | -1% | -2.5 | -2%
O=C(O)CCSc1nc2ccccc2n1-c1ccccc1 | 0% | 3 | 5% | -1% | -4% | -16% | -0.9 | -2%
Cc1cc(C(=O)NNC(=O)C2CCCC2)c(C)o1 | 8% | -6 | 13% | -15% | -5% | -32% | -1.0 | 6%
CCOC(=O)c1sc2nc(C)nc(SCC(=O)N(C)C3CCS(=O)(=O)C3)c2c1C (stereo not given) | -11% | 2 | 9% | -16% | 4% | -5% | -1.6 | 4%
NC(Cc1ccccc1)c1csc(Nc2nncc3ccccc23)n1 (stereo not given) | -24% | 11 | 14% | -15% | -23% | 12%[57.1 µM] | -1.0 | -9%
Cc1cc(=O)[nH]c(N=N/C(=N/Nc2ccc(O)cc2)c2ccccc2)n1 | 8% | ? | ? | -18% | -40%[inhibitor] | -21% | -0.3 | -11%
CCCNC(=O)C1(C)CCCN(Cc2ccccc2N(C)C)C1 (stereo not given) | -2% | 0 | -4% | -6% | 9% | 5% | -0.6 | 13%
N#CC1(NC(=O)CSc2nnc(-c3ccccc3F)o2)CCCCC1 | 0% | 1 | 2% | ? | -8% | -4% | -0.1 | 9%
Cc1cc(C(F)F)n2ncc(C(=O)NCc3ccc(F)cc3)c2n1 | 10% | 3 | -8% | -1% | 8% | -2% | 0.6 | 4%
N=C1S/C(=C\c2ccccc2)C(=O)N1c1ccc(F)cc1 | 5% | -4 | -19% | -15% | -5% | 11% | 0.3 | -7%
c1ccc(C2=Nc3cccc4cccc(c34)N2)cc1 | 1% | -19 | 8% | -21% | -22% | -12% | 0.2 | -6%
Cc1nc2scc(-c3cccs3)c2c(=O)n1N | -12% | -1 | -3% | 4% | -3% | -4% | 0.4 | -1%
CC(C)N1CCC(C)(C(=O)Nc2ccccc2Oc2ccccc2)C1 (stereo not given) | -10% | 0 | -15% | -10% | -6% | 0%[57.1 µM] | -0.3 | 1%
CCc1ccc(/C=C2\SC(=S)N(CCCC(=O)NCCCN3CCOCC3)C2=O)cc1 | 0% | -11 | 1% | -1% | -10% | 19% | -4.0 | 0%
